Bioassay records as filed in PubChem BioAssay.
hcGAS lum = Primary biochemical luminescence assay for human cyclic GMP-AMP synthase inhibitors; Q8N884; recombinant h-cGAS, ATP depletion, Kinase-Glo luminescence; 0.081% of 290,000 active; inhibition, % at 12.5 µM;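 further: 0% = vehicle reaction and 100% = reaction without DNA for no activity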
Target sequence (Q8N884 whole entry, looked up): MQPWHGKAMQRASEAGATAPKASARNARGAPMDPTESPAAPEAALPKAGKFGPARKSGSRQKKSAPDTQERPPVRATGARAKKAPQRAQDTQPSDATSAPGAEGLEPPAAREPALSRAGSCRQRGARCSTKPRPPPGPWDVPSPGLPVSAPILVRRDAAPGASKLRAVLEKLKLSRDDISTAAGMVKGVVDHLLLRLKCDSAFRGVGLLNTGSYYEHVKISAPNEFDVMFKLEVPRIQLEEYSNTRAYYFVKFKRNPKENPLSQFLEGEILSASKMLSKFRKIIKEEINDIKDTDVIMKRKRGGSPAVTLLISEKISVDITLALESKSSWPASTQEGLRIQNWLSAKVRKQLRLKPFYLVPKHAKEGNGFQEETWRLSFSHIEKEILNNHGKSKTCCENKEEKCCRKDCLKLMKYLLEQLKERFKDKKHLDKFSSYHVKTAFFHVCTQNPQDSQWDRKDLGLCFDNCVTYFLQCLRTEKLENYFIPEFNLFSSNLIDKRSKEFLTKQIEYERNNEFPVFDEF
mcGAS lum = cyclic GMP-AMP synthase inhibitors, mouse, primary biochemical chemiluminescence | Q8C6L5 | recombinant cGAS, Kinase-Glo ATP depletion luminescence | inhibition, % at 12.5 µM | 0.15% of 160,000 active | AID 1259399, 2018;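 further: 0% = negative control wells and 100% = reference inhibitor with no enzyme activity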
NPYLR7 agonist = agonists of mosquito NPYLR7 receptor, primary screen, cell-based, Aedes aegypti, calcium fluorescence, mosquito biting behavior | Aedes aegypti neuropeptide Y-like receptor 7 (NPYLR7) | HEK293T NPYLR7/Galpha15, GCaMP6s calcium fluorescence | activation, % at 10 µM | 0.15% of 270,000 active; in the data active means activation above about 40%;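 further: 0% = vehicle and 100% = reference agonist at the receptor; some compounds past the cut are filed as inactive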
* marks the source's active call; other numbers are inactive results; x = not tested or not shown; & = joins results of further samples. Unless noted, no stated cut-off is given here; in the data, active means inhibition above about 40%; inactive means the rest. Hits appear at their usual frequency; overall some 0.29% were active at least once.

#1 COc1ccccc1C(=O)N1CCC(c2nc(-c3c(Cl)cccc3Cl)no2)CC1
#2 CC(C)=CCC/C(C)=C/CNC(=O)c1cc(N(C)C2CCCCC2)nc2ccccc12
#3 CCOC(=O)N1CCC(NC(=O)c2cc3n(n2)CCCN(C)C3)CC1
#4 Cc1ccc(C(C)NC(=O)CN2CCC(OCc3cccnc3)CC2)cc1 (stereo not drawn)
#5 Cc1cccc(-c2c(-c3ccccc3)ncn2Cc2cc(C)on2)c1
#6 CCOC(=O)c1sc(N2C(=O)C(=O)C(=C(O)c3ccccc3)C2c2ccc([N+](=O)[O-])cc2)nc1C (stereo not drawn)
#7 Cc1cc(-c2ccccc2CO)nc(-c2ccccc2)n1
#8 O=c1ccc(-c2ccccc2)nn1CCNS(=O)(=O)c1ccccc1C(F)(F)F

Screen / compound no. | 1 | 2 | 3 | 4 | 5 | 6 | 7 | 8
hcGAS lum | -12 | -10 | -6 | -4 | -4 | -1 | -4 | -7
mcGAS lum | -6 | -3 | -13 | -8 | -10 | 0 | x | -7
NPYLR7 agonist | x | 11 | -2 | 3 | 6 | 3 | 4 | 0

#9 COc1ccc(C(=O)N(C)C(C)c2cccnc2)c(Br)c1 (stereo not drawn)
#10 COc1cccc2c1OC(c1ccccc1)C([N+](=O)[O-])=C2 (stereo not drawn)
#11 CC1CC(C)CN(C(=O)CN2C(=O)NC3(CCCCCCC3)C2=O)C1 (stereo not drawn)
#12 COc1ccc(C(=O)N(CN2CCCC2=O)c2cc(C)on2)cc1OC
#13 Cc1ccccc1C(=O)Nc1nn(C)c2c1C(C)CC(=O)N2 (stereo not drawn)
#14 Cc1sc2ncnc(NN=Cc3ccc(N4CCOCC4)s3)c2c1C
#15 Cc1ccc(NC(=O)c2n[nH]nc2Nc2ccccc2)c(Cl)c1
#16 CCOC(=O)[C@@H]1[C@@H](OC)C(=O)N(Cc2ccccc2)C12CCN(C(=O)c1ccc(F)cc1)CC2

Screen / compound no. | 9 | 10 | 11 | 12 | 13 | 14 | 15 | 16
hcGAS lum | -9 | -12 | -3 | -4 | -4 | -7 | -9 | -5
mcGAS lum | x | x | x | -6 | -10 | x | -8 | -5
NPYLR7 agonist | 1 | 0 | 7 | 9 | -15 | 7 | x | 18

#17 CCOC(=O)N1CCC(NC(=O)c2ccc3oc(CCCc4ccccc4)nc3c2)CC1
#18 COc1cccc(COC2CN(CC(C)C)C(=O)CN(C(=O)c3ccccc3F)C2)c1 (stereo not drawn)
#19 COCC(=O)N(C)CC(=O)Nc1ccc(Cl)c(S(=O)(=O)N2CCOCC2)c1
#20 CC1Cc2c(NC(=O)c3ccc(S(=O)(=O)N(C)C)cc3)nn(C)c2NC1=O (stereo not drawn)
#21 O=C(CCN(CCCN1CCOCC1)c1nc(-c2ccc(F)cc2)nc2ccccc12)Nc1cccc(C(F)(F)F)c1
#22 O=C(NCc1cccnc1)c1cccc(OC2CCN(C(=O)C3CCOC3)CC2)c1 (stereo not drawn)
#23 CCCCc1ccc(N2C(=O)CC(Nc3ccc4c(c3)CCN4C(C)=O)C2=O)cc1 (stereo not drawn)
#24 COC(=O)[C@@H]1C[C@@H](NC(=O)CN2C(=O)N(C)Cc3ccccc32)CN1C

Screen / compound no. | 17 | 18 | 19 | 20 | 21 | 22 | 23 | 24
hcGAS lum | -8 | 3 | -5 | 0 | -2 | -12&0 | 10 | -2
mcGAS lum | -11 | -2 | x | -4 | -2 | x | x | 1
NPYLR7 agonist | 13 | -3 | 7 | -16 | 9 | 1 | -4 | -7

#25 CN(C1CCOCC1)C1CCN(C(=O)C2CCCO2)CC1 (stereo not drawn)
#26 CCOC(=O)C1CCCN(C(=O)C2COC3(CCCCC3)N2C(=O)c2ccccc2C)C1 (stereo not drawn)
#27 Cc1ccccc1-n1c(SCc2ccc(C(=O)N3CCN(c4ccccc4F)CC3)cc2)nnc1-c1ccco1
#28 CN1N=C(C(=O)NC(Cc2ccccc2)c2ccccc2)CCC1=O (stereo not drawn)
#29 Cc1ccc(CN(Cc2ccc3c(c2)OCO3)Cc2nc(C(=O)N3CCCC3)co2)c(C)c1
#30 CCCC1(C2CCN(C(=O)Cc3ccc(SC)cc3)CC2)NC(=O)N(CCc2ccccn2)C1=O (stereo not drawn)
#31 Cc1ccc2nc(N(CCCN3CCOCC3)C(=O)C3COc4ccccc4O3)sc2c1 (stereo not drawn)
#32 C=CCN1C(=O)C(=Cc2c(N3CCCCC3)nc3c(C)cccn3c2=O)SC1=S

Screen / compound no. | 25 | 26 | 27 | 28 | 29 | 30 | 31 | 32
hcGAS lum | -6 | -3 | -5 | -16 | -1 | 3 | -6 | -4
mcGAS lum | -3 | -7 | -4 | x | -4 | -4 | -11 | -5
NPYLR7 agonist | x | -5 | 17 | -2 | 18 | -1 | -3 | 4

Profiles as entered above. Order of values: hcGAS lum	mcGAS lum	NPYLR7 agonist
`Cc1ccc(CN(Cc2ccc3c(c2)OCO3)Cc2nc(C(=O)N3CCCC3)co2)c(C)c1` reads -1	-4	18
`CCCC1(C2CCN(C(=O)Cc3ccc(SC)cc3)CC2)NC(=O)N(CCc2ccccn2)C1=O` (stereo not drawn) reads 3	-4	-1
`CN(C1CCOCC1)C1CCN(C(=O)C2CCCO2)CC1` (stereo not drawn) reads -6	-3	x
`C=CCN1C(=O)C(=Cc2c(N3CCCCC3)nc3c(C)cccn3c2=O)SC1=S` reads -4	-5	4
`Cc1ccc2nc(N(CCCN3CCOCC3)C(=O)C3COc4ccccc4O3)sc2c1` (stereo not drawn) reads -6	-11	-3

(next part)
#33 COc1cc(C2NC(=O)c3ccccc3N2C)ccc1OCc1c(C)noc1C (stereo not drawn)
#34 O=c1[nH]c(=O)n(-c2ccccc2)c(O)c1C=C1C=Nc2ccccc21
#35 CSc1nnc(CCc2c(C)[nH]c(=O)[nH]c2=O)o1
#36 Cc1ccc(-c2nn(CN(C)Cc3nc4ccccc4s3)c(=S)n2C)cc1
#37 O=C(NCCSCc1ccco1)c1ccc(-c2cc(-c3cccc(C(F)(F)F)c3)n[nH]2)cc1
#38 O=C(c1cc(=O)[nH]c2ccc(F)cc12)N1CCCC(c2ccn[nH]2)C1 (stereo not drawn)
#39 O=C(O)c1ccccc1-c1ccccc1C(=O)Nc1ccc(-c2nc3ccccc3o2)cc1
#40 Cc1nc(CN(C)Cc2nc(-c3ccccc3C)oc2C)no1

Screen / compound no. | 33 | 34 | 35 | 36 | 37 | 38 | 39 | 40
hcGAS lum | -11 | 5 | -1 | -1 | 0 | -5 | -3 | -3
mcGAS lum | x | 4 | -6 | x | 2 | x | -3 | -3
NPYLR7 agonist | -4 | -4 | -5 | 3 | 3 | 10 | -9 | 3

Look-ups from the entries so far:
no. 19 | NPYLR7 agonist: 7
no. 24 | NPYLR7 agonist: -7
no. 22 | NPYLR7 agonist: 1
no. 5 | hcGAS lum: -4

Continuation:
#41 O=C(Nc1ccc(I)cc1)C1COc2ccccc2O1 (stereo not drawn)
#42 COc1ccccc1C(=O)Nc1ccc(Nc2ccc(-n3ccc(C)n3)nn2)cc1
#43 O=C(c1ccccc1-c1nn[nH]n1)N1CCc2[nH]cnc2C1c1ccccn1 (stereo not drawn)
#44 c1ccc(OCc2cn3cccnc3n2)cc1
#45 COC(=O)c1nc(Cl)cnc1N
#46 CCCc1ccc(-c2csc(NC(=O)CCCN3C(=O)NC4(CCCC4)C3=O)n2)cc1
#47 CCOc1cc(C(=O)Nc2c3c(nn2C(C)(C)C)CSC3)cc(OCC)c1OCC
#48 COc1cccc(C(=O)NCC2=CCCN(CC(N)=O)C2)c1

Screen / compound no. | 41 | 42 | 43 | 44 | 45 | 46 | 47 | 48
hcGAS lum | -2 | -5 | -11 | -8 | 2 | -5 | -6 | -1
mcGAS lum | x | -9 | x | x | x | x | -7 | x
NPYLR7 agonist | 2 | -4 | 4 | 6 | -1 | 3 | -4 | 23

#49 Cc1ccc(S(=O)(=O)/C(C#N)=C/N2CCN(Cc3ccccc3)CC2)cc1C
#50 COc1cc2c(cc1NC(=O)COc1ccccc1F)oc1ccccc12
#51 Cc1cc(N2Cc3cnn(CCO)c3C2)c2cc3c(cc2n1)OCO3
#52 CCCNC(=O)c1csc(CN(CCC)C(=O)Nc2c(C(C)C)cccc2C(C)C)n1
#53 COc1cccc(-c2[nH]ncc2C(=O)N2C[C@H]3CC=C(C)C[C@H]3C2)c1
#54 CN(C)CCN(Cc1nccn1Cc1ccc(Cl)cc1Cl)C(=O)C1CC1
#55 C=CCn1c(N2CCN(Cc3ccc(Cl)cc3Cl)CC2)nc2c1c(=O)[nH]c(=O)n2C
#56 COc1cc(C(=O)N2CCC(c3nc(-c4ccc(Cl)cc4F)no3)CC2)cc(OC)c1OC

Screen / compound no. | 49 | 50 | 51 | 52 | 53 | 54 | 55 | 56
hcGAS lum | -3 | -7 | 3 | -10 | -3 | 15 | -4 | -5
mcGAS lum | x | -5 | -15 | -5 | -9 | 2 | x | -4
NPYLR7 agonist | -3 | 8 | 6 | 2 | 0 | -2 | -7 | x

#57 Cc1ccsc1CN(Cc1c(CO)cnc(C)c1O)C1CC1
#58 Cc1cc(C(=O)CN2CCN(S(=O)(=O)c3cccs3)CC2)c(C)n1C1CC1
#59 CCCC(CCC)C(=O)Nn1cnc2c(cnn2-c2ccc(C)cc2)c1=O
#60 Cc1cc2c(cc1C(=O)N1C[C@H]3C[C@H](O)[C@@H](O)C[C@H]3C1)OCCO2
#61 OCc1cccc(-c2nccnc2N[C@@H]2CCN(Cc3ccccc3)C2)c1
#62 N#Cc1c(N2CCCC2=O)sc2c1CCC2
#63 CC(C)CCCC1CN(C(=O)c2ccccc2-c2nn[nH]n2)CCO1 (stereo not drawn)
#64 Cc1ccc(C2c3ccccc3CCN2C(=O)c2ccc(SC(F)(F)F)cc2)cc1 (stereo not drawn)

Screen / compound no. | 57 | 58 | 59 | 60 | 61 | 62 | 63 | 64
hcGAS lum | -1 | -6 | 0 | -7 | 1 | -5 | -4 | 1
mcGAS lum | x | x | x | -14 | -1 | -6 | -14 | 1
NPYLR7 agonist | -1 | 0 | 34 | 9 | 15 | 23 | x | 0

Given field by field: two of the compounds above.
61: OCc1cccc(-c2nccnc2N[C@@H]2CCN(Cc3ccccc3)C2)c1
  hcGAS lum: 1
  mcGAS lum: -1
  NPYLR7 agonist: 15

62: N#Cc1c(N2CCCC2=O)sc2c1CCC2
  hcGAS lum: -5
  mcGAS lum: -6
  NPYLR7 agonist: 23

Molecules from the list above containing a CF3 group (four):
#8 O=c1ccc(-c2ccccc2)nn1CCNS(=O)(=O)c1ccccc1C(F)(F)F
#21 O=C(CCN(CCCN1CCOCC1)c1nc(-c2ccc(F)cc2)nc2ccccc12)Nc1cccc(C(F)(F)F)c1
#37 O=C(NCCSCc1ccco1)c1ccc(-c2cc(-c3cccc(C(F)(F)F)c3)n[nH]2)cc1
#64 Cc1ccc(C2c3ccccc3CCN2C(=O)c2ccc(SC(F)(F)F)cc2)cc1 (stereo not drawn)

Screen / compound no. | 8 | 21 | 37 | 64
hcGAS lum | -7 | -2 | 0 | 1
mcGAS lum | -7 | -2 | 2 | 1
NPYLR7 agonist | 0 | 9 | 3 | 0

Next part
#65 CN(CC(=O)Nc1cccc(C(F)(F)F)c1)S(=O)(=O)c1cccc2cnccc12
#66 CN(C)c1ncnc2c1CCN(C(=O)c1cc3c(Cl)cccc3[nH]1)C2
#67 CC1CCN(C(=O)CSc2nc(=O)n3ccccc3n2)CC1
#68 O=C(N1CCC(Oc2ccncc2)C1)C1(c2cccc(F)c2)CC1 (stereo not drawn)
#69 COc1ccc(CCN(C)C(=S)Nc2c(Cl)cccc2Cl)cc1OC
#70 O=C(c1ccccc1)N1CCc2nc(-c3ccc(F)cc3)nc(N3CCOCC3)c2C1
#71 CCc1nnc(CS(=O)(=O)Cc2c(Cl)cccc2Cl)o1
#72 Cc1cc(CN(C)C(=O)Nc2n[nH]c(Cc3ccccc3)n2)ccn1

Screen / compound no. | 65 | 66 | 67 | 68 | 69 | 70 | 71 | 72
hcGAS lum | -4 | -8 | -5 | -3 | -10 | -7 | 1 | -2
mcGAS lum | x | x | -6 | x | 0 | -6 | x | x
NPYLR7 agonist | 8 | 7 | 4 | 4 | 0 | 11 | -4 | 11

#73 O=C(NCC(O)c1ccco1)C1(c2ccccc2)CCC1 (stereo not drawn)
#74 N=C1SCC(=O)N1c1ncc(Cc2ccccc2F)s1
#75 Cc1cc(-c2ccc(Cl)cc2-n2nc(C)cc2C)nc(N)n1
#76 Cc1ccc(NC(=O)Nc2c(C)nc3sccn3c2=O)cc1
#77 Oc1ccc(SCCCCCN2CCCCC2)cc1
#78 Cc1cccc(NS(=O)(=O)c2ccc3[nH]cc(C(=O)O)c(=O)c3c2)c1
#79 COCCN(CCC(=O)NCc1cccc(C(F)(F)F)c1)c1nc(-c2ccccc2)nc2ccccc12
#80 COc1ccc(S(=O)(=O)NC(=O)C2(C)CCN2C(=O)c2cccc(F)c2)cc1 (stereo not drawn)

Screen / compound no. | 73 | 74 | 75 | 76 | 77 | 78 | 79 | 80
hcGAS lum | -8 | 10 | -6 | -7 | -5 | -3 | -2 | -12
mcGAS lum | x | 15 | x | -10 | x | -2 | -8 | x
NPYLR7 agonist | 4 | 3 | 0 | 0 | -7 | 0 | 13 | 1

#81 CC(=O)c1ccccc1/C=C\c1ccccc1
#82 Cc1cccc(COc2ccc(C(C)N)cc2)c1 (stereo not drawn)
#83 O=[N+]([O-])c1cc(C(F)(F)F)ccc1NN=C1CCCC1
#84 Cc1ccc(S(=O)(=O)N2CCN(c3nccn3C)CC2)cc1C(F)(F)F
#85 COC(=O)c1ccc(NC(=O)CCC(=O)c2ccc(C)c(C)c2)cc1

Screen / compound no. | 81 | 82 | 83 | 84 | 85
hcGAS lum | -6 | -9 | -9 | -8 | -9
mcGAS lum | x | x | -8 | x | x
NPYLR7 agonist | 10 | 0 | 0 | 14 | 1
